Source: PubChem
CHX counter: Cycloheximide Counterscreen for Small Molecule Inhibitors of Shiga Toxin | cell reporter, cycloheximide protein synthesis inhibition counterscreen | max response, % | 300,000 compounds, 12% hits; in the data active means max response mostly above about 13%, no sharp cut-off; inactive means mostly below about 14%; further: read at 38.3 µM for the half of the compounds with a filed dose; 0% is about no effect
Giardia FBPA inh: qHTS Assay for Inhibitors of Fructose-1,6-bisphosphate Aldolase from Giardia Lamblia; AID 2451, 2010; 290,000 compounds, 0.71% hits; purified Giardia FBPA; Potency, µM (top dose mostly 59.6 µM), inactives show at the top dose activity, negative = inhibition, hits mostly inhibitors; further: potency means the concentration at half of the fitted maximal effect; on the % scale 0 is the no-effect control and ±100 the full control effect; nearly all actives have a fitted effect of over 55% in size
Target sequence (A8B2U2 whole entry, looked up): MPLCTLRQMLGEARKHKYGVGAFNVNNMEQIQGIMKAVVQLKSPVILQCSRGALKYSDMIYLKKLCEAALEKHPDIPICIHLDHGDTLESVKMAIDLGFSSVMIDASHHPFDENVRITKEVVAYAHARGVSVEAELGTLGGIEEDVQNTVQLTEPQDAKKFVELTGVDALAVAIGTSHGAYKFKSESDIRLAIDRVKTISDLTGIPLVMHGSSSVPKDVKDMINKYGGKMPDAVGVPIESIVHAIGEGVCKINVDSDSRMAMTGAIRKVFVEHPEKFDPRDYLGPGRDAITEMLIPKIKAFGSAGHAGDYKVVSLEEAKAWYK
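40 nM FBPA preincubated 10 min at RT with compound (up to 57.5 uM final), then substrate plus GAPDH/TPI/NAD/arsenate coupling and diaphorase/resazurin added. Fluorescence read after 20 min at RT, 525/598 nm.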
Pf growth 96h: Primary qHTS for delayed death inhibitors of the malarial parasite plastid, 96 hour incubation | P. falciparum luciferase reporter growth, 96 h | Potency, µM (doses to about 28.7 µM), without a hit: at the highest dose activity change, negative = inhibition, actives largely listed as inhibitors | 320,000 compounds, 6.9% hits | AID 504834, 2011; further: potency means the concentration at half of the fitted maximal effect; on the % scale 0 is the no-effect control and ±100 the full control effect
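Parasite growth measured via integrated firefly luciferase reporter in P. falciparum. Infected erythrocytes at 2% hematocrit, 0.05% parasitemia final were treated 96 hours at 37 C under 5% CO2, and luminescence was read.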
Sm TGR inh: qHTS Assay for the Inhibitors of Schistosoma Mansoni Peroxiredoxins; 360,000 compounds, 3% hits; Schistosoma mansoni thioredoxin glutathione reductase (TGR), Q962Y6; Potency, µM (series often up to 114 µM), inactives show at the highest dose activity change, negative = inhibition, actives largely listed as inhibitors; purified TGR, DTNB reduction, TNB absorbance 405 nm; further: potency means the concentration at half of the fitted maximal effect; on the % scale 0 is the no-effect control and ±100 the full control effect; nearly all actives have a fitted effect of over 60% in size
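TGR 20 nM + NADPH 100 uM (dispensed conc.), cpd preinc 15 min RT; start with NADPH (500 uM addition) then DTNB (15 mM addition). Kinetic TNB absorbance, 405 nm filter. Four-parameter Hill fit across titration.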
Shiga toxin inh: A qHTS for Small Molecule Inhibitors of Shiga Toxin | Vero cells, Shiga toxin protein synthesis inhibition reporter | inhibition, % at 38.7 µM | 290,000 compounds, 9.2% hits | AID 2315, 2010; in the data active means inhibition mostly above about 28%, no sharp cut-off; inactive means mostly below about 43%; further: 0% is about no effect
Pf growth 48h: Primary qHTS for delayed death inhibitors of the malarial parasite plastid, 48 hour incubation; Potency, µM (doses to about 28.7 µM), for the others: at the top dose activity change, negative = inhibition, most hits filed as inhibitors; 310,000 compounds, 5.9% hits; AID 504832, 2011; P. falciparum luciferase growth in erythrocytes, 48 h; further: potency means the concentration at half of the fitted maximal effect; on the % scale 0 is the no-effect control and ±100 the full control effect
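Growth was read as firefly luciferase luminescence after a 48 h, 37 C, 5% CO2 exposure of compounds to reporter-bearing P. falciparum cultures (0.1% parasitemia, 2% hematocrit final) in Albumax-supplemented RPMI 1640.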
Numbers without * were called inactive; ? = inconclusive; · = not tested or not shown; & = joins results of further samples; [ ] = another dose, or the depositor's remark. Unless noted, the call rests on the fitted dose curve; in most records, active means well fitted curve in the direction sought with a large enough effect; inconclusive means small, poorly fitted or top-dose-only effect, or another doubt; inactive means no such curve, though single readings can be large; an effect the other way counts as inactive or inconclusive.

cpd | SMILES | CHX counter | Giardia FBPA inh | Pf growth 96h | Sm TGR inh | Shiga toxin inh | Pf growth 48h
1 | COc1cc(/C=C2\S/C(=N/S(=O)(=O)c3ccccc3)NC2=O)c([N+](=O)[O-])cc1OC | -2 | -12% | 14% | -4% | 1 | -16%
2 | Cc1cc(C(=O)N/N=C2\CCCC(=O)C2)c2ccccc2n1 | -2 | -4% | 0% | 4% | -4 | 10%
3 | Cc1cc2cc(CNC(=O)C(C)Oc3ccccc3)ccc2n1C (configuration not stated) | 5 | 1% | -22% | 28% | -8 | -19%
4 | COCC(=O)Nc1cc(=O)n(C)c(=O)n1C | -3 | -2% | 25% | -3% | 9 | 12%
5 | Clc1ccc(C2Nc3cccc4cccc(c34)N2)cc1Cl | 6 | -26% | -5% | 14µM* | · | ?
6 | COCc1nnc(NC(=O)c2ccco2)s1 | -1 | -9% | · | 9% | 14 | 18%
7 | CS/C(=C\C(=O)c1ccco1)Nc1ccccc1Cl | 38* | -4% | 1% | -10% | 53* | 8.3µM*
8 | CCOc1ccc(NC(=O)CCc2nnc3ccc(N4CCC5(CC4)OCCO5)nn23)cc1 | -6 | 8% | 52%[activator] | -19% | 24 | -7%

Entries of single compounds, quoted from the list.
Clc1ccc(C2Nc3cccc4cccc(c34)N2)cc1Cl in the list: CHX counter = 6; Giardia FBPA inh = -26%; Pf growth 96h = -5%; Sm TGR inh = 14µM*; Shiga toxin inh = ·; Pf growth 48h = ?
COCC(=O)Nc1cc(=O)n(C)c(=O)n1C in the list: CHX counter = -3; Giardia FBPA inh = -2%; Pf growth 96h = 25%; Sm TGR inh = -3%; Shiga toxin inh = 9; Pf growth 48h = 12%

Additional records follow:
cpd | SMILES | CHX counter | Giardia FBPA inh | Pf growth 96h | Sm TGR inh | Shiga toxin inh | Pf growth 48h
9 | CC1CCCN(c2ccc(/C=C(\C#N)c3nn(-c4ccccc4)c(N)c3C#N)cc2[N+](=O)[O-])C1 (configuration not stated) | 7 | · | -21% | 7% | -3 | ?
10 | CCCCOCCCNC(=O)CCCOc1ccccc1 | -1 | 6% | ? | -2% | -3 | ·
11 | O=C(CN(C(=O)CCC(=O)Nc1nccs1)c1ccc2c(c1)OCO2)NCC1CCCO1 (configuration not stated) | -3 | 7% | · | 1% | -1 | -14%
12 | COC(=O)C1=C(C)NC(C)=C(C(=O)OC)C1c1cc2ccc(C)cc2[nH]c1=O | -1 | -6% | · | ? | 33 | ?
13 | Cc1cc(NC(=O)CSc2nc(=O)cc(N)n2-c2ccc(F)cc2)no1 | -2 | · | -16% | -20% | 10 | ?
14 | Cc1ccc(-c2nnn(CC(=O)NC3CCCc4ccccc43)n2)cc1 (configuration not stated) | -4 | 0% | 51%[activator] | -26% | -15 | 40%[activator]
15 | O=c1oc(-c2ccccc2NS(=O)(=O)c2ccccc2)nc2ccccc12 | -5 | 3% | -21% | -6% | 30 | -22%
16 | Cc1ccc(OCC(=O)OCC(=O)Nc2sccc2C(N)=O)cc1C | -1 | -8% | -3% | -18% | -5 | 9%
17 | COC(=O)C1=C(C)N(Cc2ccccc2)C(=NCc2cccc(Cl)c2)N[C@H]1c1cccc(F)c1 | -10 | 0% | ? | -17% | -17 | 8.3µM*
18 | COCCCNC(=O)C(F)(F)C(F)(F)C(=O)NCCCOC | -2 | 6% | 79%[activator] | 0% | 4 | 5%
19 | CC(Cc1cccs1)NC(=O)Nc1ccccc1 (configuration not stated) | 14 | -2% | 2.9µM* | 0% | 64* | 42%[activator]
20 | CC(=O)Nc1ccc(NC(=O)CSC2=NCCS2)cc1 | -3 | -17% | -26% | 1% | 3 | 80%[activator]
21 | O=C(CCCOc1ccc(Cl)cc1Cl)Nc1ccc(O)cc1C(=O)O | -1 | 28% | 26% | -8% | 8 | 42%[activator]
22 | COC(=O)Cn1cnc2c(nnn2Cc2ccc(Cl)cc2)c1=O | -1 | 6% | ? | 7% | 15 | ?
23 | COc1cc(OC)cc(C(=O)Nc2cccc(-c3ccc4nncn4n3)c2)c1 | -2 | 0% | 21% | 5% | -6 | -2%
24 | CC1CCCN(C(=O)COC(=O)c2ccc[nH]c2=O)C1 (configuration not stated) | -1 | 4% | 19% | 8% | -9 | ·
25 | Oc1ccc2ccccc2c1CN1CCN(c2ccccc2F)CC1 | -3 | -12% | 31%[activator] | 11µM* | -8 | ?
26 | Cc1ccc(N2C(=O)CC(N3CCN(S(=O)(=O)c4ccccc4)CC3)C2=O)c(C)c1 (configuration not stated) | 1 | 2% | -26% | -28% | 14 | -11%
27 | CCOC(=O)c1cnc(SC)nc1Oc1cccc(NC(=O)c2ccc(Cl)cc2)c1 | 10 | 2% | 9% | 2% | -5 | 1%
28 | CC(=O)OC(C(=O)N1CCN(c2ccccc2F)CC1)c1ccccc1 (configuration not stated) | -4 | 9% | ? | 10% | -11 | 1%
29 | O=C(c1ccc(N2CCN(C3CC(=O)N(Cc4cccs4)C3=O)CC2)cc1)c1cccnc1 (configuration not stated) | -1 | 5% | ? | -26% | 15 | ?
30 | O=C1NC2(CCCc3ccccc32)C(=O)N1Cc1nnc(-c2ccccc2Br)o1 (configuration not stated) | 2 | 4% | ? | 0% | -15 | ?
31 | COc1ccc(N2CC(C(=O)N[C@@H](C)C(=O)N[C@H](CO)c3ccccc3)CC2=O)cc1 (some centres not stated) | -1 | 11% | -1% | 0% | 16 | 48%[activator]
32 | Cc1ccc2c(c1)nnn2C1CCN(CC(=O)N2CCN(c3ccc(F)cc3)CC2)CC1 | -4 | 5% | 3% | -7% | -7 | ·

(more compounds)
Sequence of screens: CHX counter	Giardia FBPA inh	Pf growth 96h	Sm TGR inh	Shiga toxin inh	Pf growth 48h
[33] O=c1ccc2c(OCCCCOc3ccccc3)c3ccoc3cc2o1
  19	1%	·	·	1	·
[34] CSc1ncc(Cl)c(C(=O)Nc2ccc(C)c(C)c2)n1
  7	-3%	7%	5%	27	7%
[35] COc1ccc(Sc2nc(-c3ccccc3)ncc2OC)cc1
  7	1%	16%	9%	-4	60%[activator]
[36] CCCc1ccc(-c2csc(NC(=O)Cc3cccs3)n2)cc1
  23*	-6%	12µM*	-3%	13	·
[37] O=C(c1cc(-c2ccc(O)cc2)on1)N1CCN(c2ccc(F)cc2)CC1
  7	-3%	45%[activator]	-18%	5	-14%
[38] Cc1ccc(-n2c(C)cc(C(=O)CN3CCCCC3)c2C)cc1
  40*	-1%	?	-4%	87*	?
[39] O=C(Nc1ccc(F)c([N+](=O)[O-])c1)c1cccs1
  10	-4%	?	7%	3	0%
[40] Cc1c(OCC(=O)NCc2cccnc2)ccc2c3c(c(=O)oc12)CCCC3
  -3	·	13µM*	-7%	-9	-10%
[41] O=C(Nc1cccc(F)c1)C1CCCN(S(=O)(=O)c2cccc3cccnc23)C1 (configuration not stated)
  0	·	?	12%&-1%	9	9.3µM*
[42] c1ccc2c(c1)Nc1ccccc1S2
  0	7%	4.8µM*	-2%	8	12µM*
[43] CC(=O)N1CCN(S(=O)(=O)c2cccc(C(=O)Nc3ccccc3N3CCCCC3)c2)CC1
  ·	·	?	-12%	·	?
[44] Cc1cc(C(=O)Nc2nc3c(s2)CCCC3)cs1
  40*	-6%	-14%	-5%	107*	-38%
[45] CC/C(=N\NC(=S)NC(C)C)c1ccc(OC(F)F)cc1
  7	-20%	?	0%	20	?
[46] CCOc1ccc(CC(=O)Nc2sc(Cc3ccccc3)cc2C(N)=O)cc1OCC
  5	-3%	12µM*	-14%	-7	·
[47] COc1ccc(C(=O)Nc2c(F)c(F)c(F)c(F)c2F)c(OC)c1
  -5	6%	12%	-5%	37	11%
[48] CCOc1ccc(N=C2NC(=O)/C(=C/C(=O)OC)S2)cc1
  1	4%	-2%	-7%	3	1%
[49] Cc1cc(C)cc(Oc2c(C(F)(F)F)oc3cc(OCC(=O)O)ccc3c2=O)c1
  -1	13%	39%[activator]	18%	-4	-4%
[50] CCn1c(=O)c2c(nc3n2CCCN3CCc2ccccc2)n(C)c1=O
  -3	2%	·	-21%	-5	?
[51] N#Cc1ccc(NC(=O)Cn2cnc([N+](=O)[O-])c2)cc1
  -3	-8%	12µM*	-33%	-8	5%
[52] COc1ccc(Cn2c(C)nc3oc4cc(OC)ccc4c(=O)c3c2=O)cc1
  -8	2%	?	-23%	-13	?

Among those listed so far, these have an aryl thioether with sulfur outside any ring:
Sequence of screens: CHX counter	Giardia FBPA inh	Pf growth 96h	Sm TGR inh	Shiga toxin inh	Pf growth 48h
[13] Cc1cc(NC(=O)CSc2nc(=O)cc(N)n2-c2ccc(F)cc2)no1
  -2	·	-16%	-20%	10	?
[27] CCOC(=O)c1cnc(SC)nc1Oc1cccc(NC(=O)c2ccc(Cl)cc2)c1
  10	2%	9%	2%	-5	1%
[34] CSc1ncc(Cl)c(C(=O)Nc2ccc(C)c(C)c2)n1
  7	-3%	7%	5%	27	7%
[35] COc1ccc(Sc2nc(-c3ccccc3)ncc2OC)cc1
  7	1%	16%	9%	-4	60%[activator]

Additional entries.
Sequence of screens: CHX counter	Giardia FBPA inh	Pf growth 96h	Sm TGR inh	Shiga toxin inh	Pf growth 48h
[53] COCCNc1oc(-c2ccc(Cl)cc2)nc1C#N
  38*	-2%	?	-26%	70*	58%[activator]
[54] N#C/C(C(=O)Oc1ccccc1)=C1\C=Cc2ccccc2N1
  -2	·	?	0%	9	37%
[55] Cc1cc(C)c([N+](=O)[O-])cc1-c1ccc(/C=N/NC(=O)c2nonc2N)o1
  9	-26%	?	-22%	35	·
[56] O=C(CNC(=O)c1ccc(Cl)cc1)OCc1nc2ccccc2s1
  7	3%	67%[activator]	8%	20	38%[activator]
[57] CN(C)CCCNC(=O)c1ccccn1
  -5	1%	1%	0%	-6	·
[58] Cc1ccc(-c2nc(CS(=O)(=O)CC(=O)NCCN3CCCC3)c(C)o2)cc1
  -4	-16%	-23%	-28%	-13	?
[59] Nc1[nH]c(=O)[nH]c(=O)c1N=Nc1ccc(C(=O)O)cc1
  -4	-13%	11%	4%	5	-11%
[60] Cc1cc(C)cc(C(=O)NCCCN2CCOCC2)c1
  -1	9%	-34%	2%	·	13%
[61] Cc1ccc(NC(=O)Cn2ncn3c(cc4ccccc43)c2=O)c(C)c1
  -6	3%	-9%	-21%&0%	-14	19%
[62] COCC(=O)NC1CCN(CC(=O)Nc2ccc(OC)cc2[N+](=O)[O-])CC1
  -2	1%	?	-26%	-6	-9%
[63] COCCn1c(SCC(=O)Nc2ccc(Cl)cn2)nnc1-c1ccncc1
  10	5%	?	32%	2	-5%
[64] Cc1cc(/C=C2\SC(=O)NC2=O)c(C)n1-c1ccc(N2CCOCC2)cc1
  -2	-13%	?	-15%	-2	10µM*
[65] CC(C)(SC(=S)N1CCOCC1)C(=O)O
  -2	4%	137%[activator]	-1%	-12	46%[activator]
[66] Cc1c(Cl)c([N+](=O)[O-])nn1CC(=O)Nc1ccc2c(c1)OCO2
  -1	-3%	-7%	-19%	-16	20%
